Assay outcomes deposited in PubChem by Southern Research Specialized Biocontainment Screening Center.
H37Rv inhibition: M. tuberculosis growth inhibition, HTS (AID 449762); one-dose inhibition, % at 25 µM; IC50 in µM for titrated hits; M. tuberculosis H37Rv growth inhibition, 7H9 media; higher % means a stronger effect; actives 0.59% (n = 330,000); in the data active means a potency from the dose series; inconclusive means inhibition above about 70% without an active follow-up result;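 further: bacterial growth assessed after seven days of incubation; strong numbers were not always called active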
PhoP GFP inhibition: Inhibition of PhoP regulon, Salmonella typhi GFP reporter cells, confirmation, 4 h (AID 1850). Salmonella Typhi PhoP-promoter GFP reporter, fluorescence, 4 h; higher % means a stronger effect. inhibition, % at 50 µM; hits with a dose series show IC50 in µM. actives 0.33% (n = 310,000); in the data active means a potency from the dose series; inconclusive means inhibition mostly from about 25% at the one dose, without a potency; inactive means the rest, 99 in 100 with inhibition below about 19%;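 further: 0% = induced wells with vehicle and 100% = uninduced wells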
M. tuberculosis: growth inhibition of non-replicating M. tuberculosis (AID 488890). Mycobacterium tuberculosis non-replicating, growth inhibition; higher % means a stronger effect. inhibition, % at 25 µM, or IC50 in µM where a hit was titrated. actives 0.39% (n = 320,000); in the data active means a potency from the dose series; inconclusive means inhibition mostly from about 82% at the one dose, without a potency; inactive means the rest, 99 in 100 with inhibition below about 76%;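 further: plate controls were DMSO cells for no effect and high antibiotic wells for full effect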
H1N1 NS1A inhibition: H1N1 influenza NS1A inhibitors, functional cell based assay (AID 504329); NS1A functional cell-based assay, percent inhibition; higher % means a stronger effect; one-dose inhibition, % at 12.5 µM; IC50 in µM for titrated hits; actives 0.3% (n = 340,000); in the data active means a potency from the dose series; inconclusive means inhibition above about 27% without an active follow-up result; further: strong numbers were not always called active
VEEV TC-83 Vero: inhibitors of VEEV TC-83 cytopathic effect, confirmation, Vero cells (AID 588727) | one-dose inhibition, % at 20 µM; IC50 in µM for titrated hits | Vero cells, VEEV TC-83 cytopathic effect inhibition; higher % means a stronger effect | actives 0.13% (n = 350,000); in the data active means a potency from the dose series; inconclusive means inhibition mostly from about 14% at the one dose, without a potency; inactive means the rest, 99 in 100 with inhibition below about 12%; further: strong numbers were not always called active
VEEV TC-83 Vero 10K pilot screen: recorded beside VEEV TC-83 Vero, whose call it bears; inhibition, %; measured here: 10K pilot screen inhibition
Numbers without * were called inactive; i = inactive; ? = inconclusive; / = no result given.

SMILES | H37Rv inhibition | PhoP GFP inhibition | M. tuberculosis | H1N1 NS1A inhibition | VEEV TC-83 Vero | others
CN=C(Nc1ccc(C(=O)OC)s1)c1ccc(Cl)cc1 | -8% | 0% | 12% | 7% | 0.2%
CCCC(=O)C1=C(O)C(C(=O)OC)C(C)(C)CC1=NC(C)(C)C (stereo not drawn) | 3% | -5% | 4% | 8% | 5.7%
COc1ccc(CC(NC(C)=O)C(=O)NC2CCN(C(=O)Nc3ccc(C#N)cc3)CC2)cc1OC (stereo not drawn) | -1% | 10% | 9% | -5% | i
O=S(=O)(c1ccc(Cl)s1)N1CCCCC1 | -1% | 3% | 10% | -1% | 0.8%
CC(=O)Nc1ccccc1O | -6% | -6% | 10% | -5% | i
Cc1cc(NC(=O)/C=C/C(=O)N(CC(=O)NC2CCCC2)c2cccc3ccccc23)no1 | -2% | 9% | 36% | -8% | 0.5%
CCOC(=O)CNC(=O)CCNS(=O)(=O)c1ccc2c(c1)c(=O)n(C)c(=O)n2C | 5% | 8% | -10% | 4% | 0.8%
CC(=O)c1cccc(NC(=O)N2CCc3ccccc3C2)c1 | -3% | -13% | 28% | -1% | 1.4% | VEEV TC-83 Vero 10K pilot screen=3.5
O=S(=O)(c1ccc(Cl)cc1)N1CCN(C(=S)Nc2ccc(F)c(Cl)c2)CC1 | 12% | -6% | 13% | 2% | >25µM*
Cc1ccc(CN(C(=O)N2CCN(C)CC2)S(=O)(=O)c2ccc(C)cc2)cc1 | -2% | -1% | 2% | -5% | 0.2%
N#CC(c1ccccc1)N1CCOCC1 (stereo not drawn) | -8% | 6% | -14% | 13% | 0.1%
N#Cc1ccc(/C=C2\CCn3c2nc2cc(C(=O)O)ccc2c3=O)cc1 | 10% | -4% | -2% | -8% | 2.2%

Structures from the list above that have a thiophene ring, fused or not:
SMILES | H37Rv inhibition | PhoP GFP inhibition | M. tuberculosis | H1N1 NS1A inhibition | VEEV TC-83 Vero | others
CN=C(Nc1ccc(C(=O)OC)s1)c1ccc(Cl)cc1 | -8% | 0% | 12% | 7% | 0.2%
O=S(=O)(c1ccc(Cl)s1)N1CCCCC1 | -1% | 3% | 10% | -1% | 0.8%

Carrying on.
SMILES | H37Rv inhibition | PhoP GFP inhibition | M. tuberculosis | H1N1 NS1A inhibition | VEEV TC-83 Vero | others
COc1ccc(CNC(=O)c2cnc3n(c2=O)CCS3)cc1 | -4% | 14% | / | 7% | 3.1%
Cc1ccc(C(=O)c2ccc(C(F)(F)F)cc2)cc1 | -6% | -8% | / | / | /
N#CCC(=O)N/N=C\c1ccc(OC/C=C/c2ccccc2)cc1 | -3% | -3% | 19% | 5% | 0.9%
Cc1ccc2sc(-c3ccc(NC(=O)CCN4C(=O)c5ccccc5C4=O)cc3)nc2c1 | 7% | -6% | 61% | / | /
Cc1ccc(C2=NN(C)c3nc4ccccc4n3C2)cc1 | 20µM* | -7% | i | -16% | 9.3%
CC1(C)c2ccccc2N(CC(N)=O)C12C=Cc1ccccc1O2 (stereo not drawn) | 5% | -24% | 27% | -11% | 1.3%
NC1=Nc2cccc3cccc1c23 | -5% | -11% | 25% | -19% | 1.0%
COc1ccc(C(=O)/C=C/Nc2cccc(C)n2)cc1OC | 0% | -8% | -23% | -7% | 10%
Cc1cc(N2CCN(C)CC2)ccc1NC(=O)c1cccc(S(=O)(=O)N2CCc3ccccc3C2)c1 | ? | 2% | ? | 0% | ?
CCN(CC)CCN(C(=O)c1ccc2ccccc2c1)c1nc2ccc(OC)cc2s1 | 7% | -3% | 4% | 6% | 4.0%
CC(=O)OCC(COC(C)=O)OC(C)=O | 7% | -6% | 20% | 1% | 0.8%
O=C(CCC(=O)Nc1ccccc1)NNC(=O)C(c1ccccc1)c1ccccc1 | 4% | -5% | -7% | -2% | i
COc1ccc([N+](=O)[O-])cc1C1NN=C(c2cccc3ccccc23)S1 (stereo not drawn) | -7% | -12% | -5% | -2% | 3.7%
COc1ccccc1OCCCn1c(C)c(C#N)c2ccccc21 | 0% | 12% | 59% | 2% | i
CCn1c2ccccc2c2cc(CNCc3ccc(OC)cc3OC)ccc21 | 12µM* | ? | 7.4µM* | 3% | i
CC(C)CCn1cnc2c1c(=O)[nH]c(=O)n2Cc1ccccc1 | 1% | 7% | -1% | -12% | 0.8%
CCOc1cc(CNCC(O)c2ccccc2)cc(Cl)c1OC (stereo not drawn) | 0% | -2% | 9% | 10% | 4.8% | VEEV TC-83 Vero 10K pilot screen=0.0
CCN1CCN(CCCNC(=O)c2cn(CCOC)c(=O)c3c2c2ccccc2n3C)CC1 | 0% | 2% | 14% | -8% | 1.2%
Cc1ccccc1NC(=O)c1cccc(NC(=O)c2ccccc2C(=O)O)c1 | 1% | 7% | 4% | -2% | 1.0%
Cc1ccc(C)c(N2C(=O)CC(Cc3ccccc3)C2=O)c1 (stereo not drawn) | -3% | 6% | -9% | -4% | 1.7%
Cc1cc(C)c[n+](-c2[nH]c(=O)sc2/C=N/N=C(\[O-])c2cccnc2)c1 | 6% | -36% | 8% | 4% | i
COc1ccccc1C(=O)OCC(=O)NC(=O)NC1CCCC1 | 0% | / | 8% | -6% | 0.5%
COCCC(=O)N1CCCC(C(=O)c2ccc(C(F)(F)F)cc2)C1 (stereo not drawn) | 11% | -4% | ? | 2% | i
COc1ccc(OC)c(NC(=O)CCC(=O)Nc2nnc(C(F)(F)F)s2)c1 | -10% | -3% | 2% | 5% | 1.9%
COc1ccccc1Oc1ccc(N2CC(C(=O)OCC(=O)c3ccccc3)CC2=O)cc1 (stereo not drawn) | 20% | -5% | ? | -4% | 0.7%
CC(NC(=O)COc1ccc(Br)cc1)C(=O)O (stereo not drawn) | -6% | 9% | 19% | -4% | 1.4%
CC(=O)NCCC(=O)Nc1nc(-c2ccc3ccccc3c2)cs1 | / | / | / | 6% | 1.5%
Cc1ccc(S(=O)(=O)NCC(=O)OCC(=O)c2cccs2)cc1 | -5% | -2% | -6% | 11% | 1.6%
CN(C)c1ccncc1C(=O)Nc1ccc(F)cc1F | 1% | -6% | -2% | -4% | i
Cc1ccc([N+](=O)[O-])c(-c2n[nH]c(=S)n2-c2cccc(Cl)c2)c1 | -1% | -11% | -13% | -16% | 3.5%
COc1ccccc1CC(=O)NC1CC(C)(C)NC(C)(C)C1 | 0% | 4% | 8% | 1% | 1.2%
Cc1cc2ccccc2n1CCNC(=O)c1ccccc1 | 63% | 1% | ? | 21% | 4.4%
CC(=O)Nc1ccc(-c2csc(NC(=O)C3CSC4(C)CCC(=O)N34)n2)cc1 (stereo not drawn) | 0% | 5% | 8% | -3% | 9.1%
Cc1ccc(-c2cc(C(F)F)n3ncc(C(=O)Nc4c(C)nn(Cc5c(Cl)cccc5Cl)c4C)c3n2)cc1 | 68% | -8% | 6% | 1% | 5.4%
CCc1ccccc1NC(=O)c1nnn(CC(=O)Nc2ccccc2C)c1N | -6% | 16% | -20% | 5% | 0.6%
Cc1c(NC(=O)COC(=O)/C=C/c2cccc(Cl)c2)c(=O)n(-c2ccccc2)n1C | 6% | / | -6% | -21% | 1.3%
CC(=O)Nc1ccc(S(=O)(=O)NC(C)CCc2ccccc2)cc1 (stereo not drawn) | -2% | -1% | 8% | 1% | 0.4%
N#Cc1ccsc1NC(=O)COC(=O)CCCSc1nc2ccccc2s1 | -15% | 5% | 74% | 14% | 0.4%
O=S(=O)(Nc1ccccc1)c1cccc2nsnc12 | 6% | -3% | 7% | -2% | 0.3%
CC(=O)Nc1nonc1-c1nc2ccccc2n1N(C(C)=O)C(C)=O | -4% | 0% | -4% | 1% | i
COc1cc([N+](=O)[O-])ccc1NC(=O)CN1CCOCC1 | 0% | 17% | 4% | -2% | 1.3%
CC(C)(C)C(=O)NC(=S)NNC(=O)c1ccncc1 | ? | 0% | 72% | 6% | i
COC(C(=O)Nc1ccnn1C1CCN(Cc2ccc(Cl)s2)CC1)c1ccccc1 (stereo not drawn) | 3% | 2% | 3% | 5% | 2.2%
Cc1ccc(OCC(O)CN2CCN(c3ccccc3)CC2)cc1 (stereo not drawn) | -1% | 2% | 23% | 11% | 0.2%
O/N=C/c1cccnc1Sc1ccccc1 | 3% | 9% | 0% | -3% | i
CCOc1ccc(CN(C(=O)c2ccco2)C2CCS(=O)(=O)C2)cc1 (stereo not drawn) | 6% | 8% | -6% | 9% | i
CCOC(=O)N1CCN(C(=O)COc2cc(=O)n(C)c3ccccc23)CC1 | 3% | 1% | 5% | -1% | 2.4% | VEEV TC-83 Vero 10K pilot screen=0.6
CN(C)S(=O)(=O)c1ccc(Cl)c(C(=O)NCCNC(=O)c2cc(S(=O)(=O)N(C)C)ccc2Cl)c1 | 10% | -13% | -24% | 17% | 1.1%
CCOC(=O)c1cnc(-c2ccccc2)nc1Oc1ccc(C)cc1 | ? | -1% | 64% | -3% | 0.6%
CC(C)(C)c1ccc(NC(=O)COC(=O)c2ccc([N+](=O)[O-])s2)cc1 | ? | 22µM* | ? | 0% | 0.7%
COc1ccccc1CN1CC(C(=O)NCCc2cn[nH]c2)CCC1=O (stereo not drawn) | 3% | 3% | 2% | -8% | 0.6%
O=C1CC(c2cccc(Cl)c2)CC(O)=C1C=NC1CCCC1 (stereo not drawn) | 2% | -3% | 47% | -6% | 0.7%
COc1ccc2[nH]c(=O)c(CN(C(=O)c3ccncc3)C(C)C)cc2c1 | 3% | -12% | 0% | -23% | 1.2%
COc1ccc(-c2nn(CCC(=O)O)cc2/C=C/C(=O)O)cc1[N+](=O)[O-] | 0% | -4% | 16% | -7% | 1.2%
CCCCc1c(C)c2ccc(OC)c(/C(C)=N\O)c2oc1=O | 0% | -2% | 9% | -13% | 6.4%
Cc1cnc(C(=O)OCc2nc3ccsc3c(=O)[nH]2)cn1 | -5% | / | -21% | 0% | 0.9%
COc1ccc(NC(=O)CCn2nc(C)cc2C)cc1 | 20% | -8% | -2% | -5% | 2.2%
COc1ccc(CNCC(O)(c2ccc(Cl)cc2)c2ccc(Cl)cc2)cc1OC | 70% | 23% | 43% | 5% | i
COc1ccc(NC(=O)COC(=O)CNS(=O)(=O)c2ccc(C)cc2)c(OC)c1 | 1% | 2% | -2% | -3% | 0.6%
CCOC(=O)C1(CCOC)CCN(C(=O)Cc2ccc3ccccc3c2)CC1 | 2% | 3% | 8% | -13% | i

Molecules from the list above containing fluorine:
SMILES | H37Rv inhibition | PhoP GFP inhibition | M. tuberculosis | H1N1 NS1A inhibition | VEEV TC-83 Vero | others
O=S(=O)(c1ccc(Cl)cc1)N1CCN(C(=S)Nc2ccc(F)c(Cl)c2)CC1 | 12% | -6% | 13% | 2% | >25µM*
Cc1ccc(C(=O)c2ccc(C(F)(F)F)cc2)cc1 | -6% | -8% | / | / | /
COCCC(=O)N1CCCC(C(=O)c2ccc(C(F)(F)F)cc2)C1 (stereo not drawn) | 11% | -4% | ? | 2% | i
COc1ccc(OC)c(NC(=O)CCC(=O)Nc2nnc(C(F)(F)F)s2)c1 | -10% | -3% | 2% | 5% | 1.9%
CN(C)c1ccncc1C(=O)Nc1ccc(F)cc1F | 1% | -6% | -2% | -4% | i
Cc1ccc(-c2cc(C(F)F)n3ncc(C(=O)Nc4c(C)nn(Cc5c(Cl)cccc5Cl)c4C)c3n2)cc1 | 68% | -8% | 6% | 1% | 5.4%

(further entries)
SMILES | H37Rv inhibition | PhoP GFP inhibition | M. tuberculosis | H1N1 NS1A inhibition | VEEV TC-83 Vero | others
N#C/C(=C\Nc1ccc(F)c(Cl)c1)C(=O)C1CC1 | -6% | -22% | / | / | 3.9%
NC(=O)c1c(NC(=O)Cc2cccs2)sc2c1CCC2 | 1% | -5% | 14% | 3% | 7.8%
CCOC(=O)C1CCN(C(=O)CCS(=O)(=O)c2ccc3c(c2)CCN3C(C)=O)CC1 | -4% | -15% | 0% | 8% | 0.9%
COc1ccc(NS(=O)(=O)c2ccc3oc(SC)nc3c2)cc1 | 8% | -3% | 9% | -3% | i
O=C(Nc1ccnc(-c2ccncc2)n1)c1ccccc1Cl | -6% | -8% | 2% | -7% | 2.3%
CC1(C)CC(N(Cc2ccco2)C(=O)Cc2ccccc2)CCO1 (stereo not drawn) | -10% | 5% | 10% | -1% | 2.2%
CCn1cc(CNC(=O)CCc2ccc(OC)cc2)cn1 | 5% | -3% | -25% | -10% | 0.6%
Cc1ccc(NC(=O)CCCN2C(=O)NC(C)(C)C2=O)cc1 | -3% | / | -6% | -5% | 2.8%
Cn1c(SCC(=O)c2ccc3c(c2)Cc2ccccc2-3)nnc1-c1cccc(N)c1 | 6% | -5% | 32% | -9% | 1.6%
